# Bioassay records (PubChem)
# CAL-PDZ inh HTS = blocks peptide binding to the human CAL PDZ domain. purified CAL PDZ, TMR-peptide fluorescence polarization, 1 h. actives 0.92% (n = 300,000). Q9HD26. AID 602252. inhibition, % at 24.9 µM;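 active means mean inhibition of at least 30% with at least half of replicates also reaching 30%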;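 further: 0% = DMSO neutral control and 100% = excess unlabeled competitor peptide PRC23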
# MOR-DOR ag = agonists of human mu-delta opioid receptor heterodimerization; actives 0.3% (n = 340,000); cells, OPRM1-OPRD1 heterodimerization, luminescence; activation, % at 9.3 µM; AID 504326; in the data active means activation above about 18%;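 further: 0% = vehicle-treated cells and 100% = reference agonist; values of inactives mirror those of a sister screen read the other way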
# Keap1 Nrf2 FP = disrupts human Keap1 binding to Nrf2 peptide; inhibition, % at 9.4 µM; Keap1 Kelch-Nrf2 peptide fluorescence polarization, 1536-well; actives 0.15% (n = 340,000); in the data active means inhibition above about 12%;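 further: human Keap1 Kelch domain with fluorescein labeled Nrf2 9mer peptide probe; 0% = neutral control wells and 100% = peptide positive control; higher means more block of Keap1 binding to Nrf2 peptide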
# Target sequence (Q14145 whole entry, looked up, the tested form may be a part): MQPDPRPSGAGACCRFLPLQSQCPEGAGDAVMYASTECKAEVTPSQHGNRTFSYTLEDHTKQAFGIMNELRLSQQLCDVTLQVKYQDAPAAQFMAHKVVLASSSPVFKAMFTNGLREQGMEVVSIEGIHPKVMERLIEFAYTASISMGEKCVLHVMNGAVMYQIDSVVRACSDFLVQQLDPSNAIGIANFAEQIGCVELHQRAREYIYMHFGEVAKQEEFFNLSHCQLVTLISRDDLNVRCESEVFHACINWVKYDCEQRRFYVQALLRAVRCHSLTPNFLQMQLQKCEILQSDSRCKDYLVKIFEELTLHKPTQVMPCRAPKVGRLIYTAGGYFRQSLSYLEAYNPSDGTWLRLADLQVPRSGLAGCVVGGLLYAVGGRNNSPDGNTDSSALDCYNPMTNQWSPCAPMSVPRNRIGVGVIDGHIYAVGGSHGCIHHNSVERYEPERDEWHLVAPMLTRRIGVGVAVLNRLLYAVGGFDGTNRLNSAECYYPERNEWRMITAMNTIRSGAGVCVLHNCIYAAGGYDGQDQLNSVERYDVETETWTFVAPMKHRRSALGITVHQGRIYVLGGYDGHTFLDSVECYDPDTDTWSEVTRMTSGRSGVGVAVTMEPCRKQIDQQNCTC
# HTR5A ag ctr = activates human HTR5A in OPRM1-OPRD1 agonist counter-screen | P47898 | HTR5A agonist assay, luminescence, cell-based | activation, % at 9.3 µM | actives 0.61% (n = 340,000) | AID 504692; in the data active means activation mostly above about 9.5%, no sharp cut-off; inactive means mostly below about 7.6%;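 further: 0% = cells with vehicle only and 100% = reference agonist; strong numbers were not always called active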
# Target sequence (P47898 whole entry, looked up): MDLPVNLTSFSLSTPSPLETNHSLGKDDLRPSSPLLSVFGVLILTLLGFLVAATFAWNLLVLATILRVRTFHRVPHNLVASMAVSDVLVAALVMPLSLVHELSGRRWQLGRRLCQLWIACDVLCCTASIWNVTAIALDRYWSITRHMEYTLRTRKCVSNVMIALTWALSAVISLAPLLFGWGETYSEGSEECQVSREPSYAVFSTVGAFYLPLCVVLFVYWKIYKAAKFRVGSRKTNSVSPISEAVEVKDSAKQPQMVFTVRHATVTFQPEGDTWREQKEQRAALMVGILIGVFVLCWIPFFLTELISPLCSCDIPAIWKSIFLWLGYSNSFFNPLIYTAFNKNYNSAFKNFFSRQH
# RTF Ca sens act = increases calcium sensitivity of human cardiac regulated thin filaments. IANBD-labeled TnC RTF fluorescence at EC20 calcium; 0% EC20 calcium, 100% full calcium. actives 0.24% (n = 340,000). activation, % at 7.2 µM;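 active means activation above the mean over all tested compounds plus 3 SD, cut at about 30% in these data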;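 further: rise in fluorescence read as greater calcium sensitivity of cardiac thin filaments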
# MOR-DOR inv ag = mu-delta opioid heterodimer inverse agonism | P35372+P41143 | AID 504357 | cell-based MOR-DOR heterodimer luminescence | inhibition, % at 9.3 µM | actives 0.21% (n = 340,000); in the data active means inhibition above about 22%, passing the limit was not always enough;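 further: 0% = cells with DMSO and 100% = wells without cells with DMSO; values of inactives mirror those of a sister screen read the other way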
# RTF Ca sens inh = cardiac RTF calcium desensitization | IANBD-labeled cardiac RTF, Ca2+ fluorescence | inhibition, % at 7.15 µM | actives 0.12% (n = 340,000);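 active means inhibition above the mean inhibition of all tested compounds plus 3 SD, cut at about 17% in these data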;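 further: assay run at fixed EC70 calcium of 1.6 mM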
# V-ATPase pHluor = yeast V-ATPase proton transport regulation by pHLuorin | S. cerevisiae, pHLuorin cytosolic pH fluorescence | response, % at 10 µM | actives 0.37% (n = 350,000) | AID 504577; in the data active means response mostly above about 7.3%, no sharp cut-off; inactive means mostly below about 5.4%; further: actives read high; inactives centre near 0; some compounds called inactive have numbers as strong as hits; reference of the scale not given here
# HTR5A inv ctr = HTR5A inverse agonism, opioid heterodimer counter-screen. HTR5A cell line, luminescence. actives 0.083% (n = 340,000). inhibition, % at 9.3 µM. AID 504634. P47898; in the data active means inhibition mostly above about 23%, no sharp cut-off; inactive means mostly below about 18%;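 further: 0% = cells with DMSO and 100% = no-cell wells with DMSO; some compounds called inactive have numbers as strong as hits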
# LANA DNA inh = inhibitors of KSHV LANA C-terminal domain DNA binding; MBP-C-LANA/FAM-LBS DNA binding, fluorescence polarization; inhibition, % at 9 µM; actives 0.078% (n = 340,000);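 active means highest replicate inhibition at or above 60% at 9 µM, even if other replicates fall short; inactive means all replicates below 60% inhibition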;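 further: 0% = neutral control wells and 100% = 4 µM acridine orange control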
# Starred values were filed as active, the others as inactive; . = not tested or not shown. Random draw from the library; overall some 2.8% were active at least once.
SMILES,CAL-PDZ inh HTS,MOR-DOR ag,Keap1 Nrf2 FP,HTR5A ag ctr,RTF Ca sens act,MOR-DOR inv ag,RTF Ca sens inh,V-ATPase pHluor,HTR5A inv ctr,LANA DNA inh
Cc1cc(C)n(/N=C/c2ccc(C(C)C)cc2)c(=O)c1C#N,-1,0.1,-5,-2,3,0,-17,-2,7,0.6
O=C(NC(=O)N1CCCCC1)c1ccc(Cl)cc1,.,-2.1,3,-3,0,11,-6,-6,6,1.7
O=C(NCCOC(=O)c1ccc(Cl)cc1)c1cccnc1,-4,-2.0,-8,1,7,9,-14,2,-7,-0.1
Cc1sc2nc(CSC(C)C(=O)Nc3ccccn3)[nH]c(=O)c2c1C (stereo not drawn),-2,-2.4,-5,2,1,9,-12,-6,13,0.3
CCOC(=O)CSc1cc(=O)n(C)c2cc(Cl)ccc12,-2,-3.3,-4,-8,1,17,-1,-1,18,0.3
COc1cc(OC)c(NC(=O)c2cncn2-c2ccc(F)cc2)cc1Cl,0,-1.1,-3,-5,-2,6,-9,-1,14,-0.9
CCC(C)NC(=O)CCn1c(-c2ccccc2)cc(C(C)=O)c1C (stereo not drawn),-6,-3.0,3,7,4,15,5,-5,2,0.1
COc1ccc(-c2csc(NC(=O)CSc3nnc(Nc4ccccc4C)s3)n2)cc1,.,-2.1,-1,-3,-4,11,-2,1,7,0.0
Cc1ccc(Cn2c3ccccc3c3cn[nH]c(=O)c32)cc1,-4,0.7,1,0,-11,-4,-8,0,-1,-0.2
Cc1ccc(C(=O)NC(=O)OCCn2c(C)cnc2[N+](=O)[O-])cc1,3,2.5,4,1,7,-13,1,3,-2,-1.6
O=C(CSc1ccc(Br)cc1)NCC1(N2CCCCC2)CCCCC1,-7,-2.1,0,2,-9,10,-1,7,-2,-1.7
Cc1cc(C)n2nc(SCc3nnc(-c4ccccc4Br)o3)nc2n1,-3,-2.8,3,-2,-1,13,-5,-2,6,-5.9
O=C(OCC(=O)N1c2ccccc2Sc2ccccc21)c1ccc[n+]([O-])c1,-3,-2.5,1,2,0,13,1,-2,-7,-0.6
Cc1ccc(C)c(NC(=O)Cn2nnc(-c3ccc(N4CCOCC4)cc3)n2)c1,.,-2.8,-2,-1,-3,15,-2,4,-35,-0.6
FC(F)(F)c1cc(-c2ccco2)nc(NCc2ccc(Cl)cc2)n1,-4,4.8,-6,9,-5,-28,2,-4,-14,-0.6
CCOC(=O)C(Cc1ccccc1)NC(=O)Cn1nnc(-c2ccccc2)n1 (stereo not drawn),-1,-1.0,-2,-6,-3,5,-8,0,-4,-0.7
COc1cc(/C=N/NC(=O)CNS(=O)(=O)c2ccc(C)cc2)cc(OC)c1OC,-4,-0.9,3,3,2,4,-1,-11,-7,1.7
COc1ccc(/C=N/NC(=O)Cc2cc(OC)c(OC)cc2[N+](=O)[O-])cc1,-2,-1.8,1,1,6,10,-14,-2,-4,-1.6
Cc1cccc(C(=O)/C=C2/c3ccccc3CC(C)(C)N2C)c1,.,-2.7,-5,0,4,15,-7,-1,8,0.0
Cn1ncc(S(=O)(=O)Cc2ccccc2)c(Cl)c1=O,-3,-4.2,-3,-7,-1,21,1,19*,-23,0.4
COc1ccc(OCC(=O)Nc2ccccc2C(=O)N2CCOCC2)cc1,51*,0.3,-3,2,8,-1,-3,0,-6,-1.5
O=C(CCN1C(=O)/C(=C/c2ccc(F)cc2)SC1=S)NC1CCS(=O)(=O)C1 (stereo not drawn),-5,-1.0,-8,4,-2,6,0,9,-38,-1.0
CC1=NN(C(=O)CCc2ccccc2)C(c2ccccc2)C1 (stereo not drawn),-8,-3.3,-5,2,-2,16,-4,-2,14,0.1
O=C(NNS(=O)(=O)c1ccc(F)cc1)C1CCN(Cc2cccc(F)c2)CC1,-4,-3.0,-3,1,1,14,2,4,0,0.0
CCOC(=O)NC(=O)CN1C(=O)NC2(CCc3ccccc32)C1=O (stereo not drawn),-2,1.1,1,-4,-3,-9,-11,3,4,0.7

# Next part:
SMILES,CAL-PDZ inh HTS,MOR-DOR ag,Keap1 Nrf2 FP,HTR5A ag ctr,RTF Ca sens act,MOR-DOR inv ag,RTF Ca sens inh,V-ATPase pHluor,HTR5A inv ctr,LANA DNA inh
O=C(CSc1ccc2nnc(-c3ccccn3)n2n1)Nc1ccccc1C(F)(F)F,1,-2.1,-5,-6,0,9,-1,4,14,-0.3
O=C(COC(=O)c1ccc(Br)cc1)NC(=O)NCc1ccccc1,-3,4.6,-4,6,-1,-19,-9,0,-15,-0.2
O=C(C[N+]12CC[N+](CC(=O)c3ccc(F)cc3)(CC1)CC2)c1ccc(F)cc1,-2,-2.2,-3,1,-4,11,-6,1,-4,1.4
O=C(COc1cc(F)ccc1[N+](=O)[O-])N1N=C(c2cccs2)CC1c1ccco1 (stereo not drawn),-4,-1.4,-4,-3,-1,6,1,2,7,1.8
Cc1onc(-c2c(F)cccc2Cl)c1C(=O)N[C@@H]1C(=O)N2C(C(=O)O)C(C)(C)S[C@H]12 (stereo partly drawn),-1,0.5,-12,1,10,-3,-8,-4,-4,-2.4
N#CC1=C(N)Oc2cc(O)ccc2C1c1ccc(Br)s1 (stereo not drawn),0,-2.7,-10,2,9,15,-7,-6,4,-8.2
O=C(Cc1c(F)cccc1Cl)Nc1cc(S(=O)(=O)N2CCOCC2)ccc1N1CCCC1,2,-2.9,-4,-1,1,12,-4,-6,16,-2.2
Cc1cccc(C(=O)Nc2ccc(C(=O)N/N=C/c3cccnc3)cc2)c1,2,-0.1,-3,0,-2,1,-16,-1,1,-1.1
O=C(NCc1ccccn1)c1cn(-c2ccccc2)nc1-c1ccc(Cl)cc1,-2,-0.4,-1,-2,-2,2,-4,3,-18,1.7
Cc1ccc(OCC(=O)Nc2nnn(C)n2)c(C)c1,1,-3.4,1,0,5,19,-16,-4,-7,-0.6
COC(=O)N1c2ccccc2CCc2ccccc21,0,-3.6,0,1,19,17,-5,-1,-4,0.9
Cc1ccc(S(=O)(=O)Oc2ccccc2/C=C2/SC(=O)NC2=O)cc1,.,-4.0,1,-1,-2,21,-10,4,15,-19
CC1CCN(C(=O)CN(c2cccc(F)c2)S(C)(=O)=O)CC1,-5,-1.0,-2,-2,-2,6,6,11,4,1.2
C=CCn1c(SCc2c(F)cccc2Cl)nnc1-c1ccco1,.,-1.2,-6,0,-2,6,-3,2,-1,-0.6
CC1CC(C)CN(CCC(=O)Nc2ccc3c(c2)CCC3)C1 (stereo not drawn),2,-0.5,-2,-4,-2,2,3,3,2,0.0
CCN1C(=O)C2C(c3ccc(O)c(OC)c3)NC(C)(C(=O)OC)C2C1=O (stereo not drawn),-2,-2.7,1,2,4,15,-11,1,-16,-0.9
Cc1ccc2cc3c(NC(=O)CC(C)C)nn(C)c3nc2c1,-10,-1.0,-7,-3,4,4,-5,-17,8,-1.0
Cc1cc(=O)[nH]c2c1c(=O)[nH]n2C1CC(C)N(C)CC1C (stereo not drawn),.,-2.7,0,2,1,15,5,-1,-7,0.9
CCC(=O)Nc1cccc(-n2nnnc2SCC(=O)c2ccc(C)c(C)c2)c1,-1,3.1,-1,-1,-2,-23,4,-2,3,-0.5
COc1ccc(OCC(O)CN(C)C(=O)/C=C/c2cccc([N+](=O)[O-])c2)cc1 (stereo not drawn),86*,-0.8,-2,1,-2,6,-8,-3,-2,-0.2
O=C1CC(C(=O)N(CC2CCCO2)C(C(=O)NC2CCCCC2)c2ccncc2)CS1 (stereo not drawn),-2,0.2,-7,4,-1,-1,-5,-2,4,1.8
CN1C(=O)c2c(sc3c2CC(C)(C)SC3)N2CCN=C12,0,-3.0,-2,-5,-1,15,-1,-2,11,-2.9
CC1Cc2nc(SCC(=O)Nc3ccc4c(c3)OCO4)n(CCc3ccccc3)c(=O)c2S1 (stereo not drawn),4,-0.8,5,-2,2,5,-2,-1,-21,-0.3
Cc1cc(NS(=O)(=O)c2ccc(NC(=O)COc3ccc(C#N)cc3)cc2)nc(C)n1,.,-2.6,2,1,2,10,3,3,-7,0.6
O=S1(=O)C=C(SCCN2CCCC2)c2ccccc21,-2,-2.6,-6,-2,5,14,0,0,-27,-0.2

# Nine neighbouring records out of the list so far, quoted:
SMILES,CAL-PDZ inh HTS,MOR-DOR ag,Keap1 Nrf2 FP,HTR5A ag ctr,RTF Ca sens act,MOR-DOR inv ag,RTF Ca sens inh,V-ATPase pHluor,HTR5A inv ctr,LANA DNA inh
Cc1ccc2cc3c(NC(=O)CC(C)C)nn(C)c3nc2c1,-10,-1.0,-7,-3,4,4,-5,-17,8,-1.0
Cc1cc(=O)[nH]c2c1c(=O)[nH]n2C1CC(C)N(C)CC1C (stereo not drawn),.,-2.7,0,2,1,15,5,-1,-7,0.9
CCC(=O)Nc1cccc(-n2nnnc2SCC(=O)c2ccc(C)c(C)c2)c1,-1,3.1,-1,-1,-2,-23,4,-2,3,-0.5
COc1ccc(OCC(O)CN(C)C(=O)/C=C/c2cccc([N+](=O)[O-])c2)cc1 (stereo not drawn),86*,-0.8,-2,1,-2,6,-8,-3,-2,-0.2
O=C1CC(C(=O)N(CC2CCCO2)C(C(=O)NC2CCCCC2)c2ccncc2)CS1 (stereo not drawn),-2,0.2,-7,4,-1,-1,-5,-2,4,1.8
CN1C(=O)c2c(sc3c2CC(C)(C)SC3)N2CCN=C12,0,-3.0,-2,-5,-1,15,-1,-2,11,-2.9
CC1Cc2nc(SCC(=O)Nc3ccc4c(c3)OCO4)n(CCc3ccccc3)c(=O)c2S1 (stereo not drawn),4,-0.8,5,-2,2,5,-2,-1,-21,-0.3
Cc1cc(NS(=O)(=O)c2ccc(NC(=O)COc3ccc(C#N)cc3)cc2)nc(C)n1,.,-2.6,2,1,2,10,3,3,-7,0.6
O=S1(=O)C=C(SCCN2CCCC2)c2ccccc21,-2,-2.6,-6,-2,5,14,0,0,-27,-0.2

# Other structures follow.
SMILES,CAL-PDZ inh HTS,MOR-DOR ag,Keap1 Nrf2 FP,HTR5A ag ctr,RTF Ca sens act,MOR-DOR inv ag,RTF Ca sens inh,V-ATPase pHluor,HTR5A inv ctr,LANA DNA inh
CCN(CC)C(=O)CSc1nnc([C@@H](N)C(C)C)o1,5,-3.6,-6,0,5,18,-5,0,6,0.7
CCCn1c(=O)c(C(=O)Nc2cccc(C)c2)c(O)c2ccccc21,-3,-2.7,2,3,-1,13,-5,0,-12,0.3
Cc1cc(C(C)(C)C)c(O)c(C)c1CC1=NCCN1,-5,-1.1,-2,84*,-3,6,-4,-2,-232,1.7
O=C(Cc1ccc([N+](=O)[O-])cc1)c1ccccc1,-1,1.6,-4,-2,4,-8,-1,4,8,0.9
CCn1cc(C(=O)NCC(OC)OC)c(=O)c2cc(S(=O)(=O)N3CCC(C)CC3)ccc21,-1,-0.1,-4,-3,-4,0,-6,0,-13,-0.8
COc1ccc(N2CCN(C(=O)C3CCN(C(=O)c4cccc(Cl)c4)CC3)CC2)cc1,-5,-2.5,-3,-4,-4,13,-8,-3,12,1.8
